Menin-MLL TR inh: qHTS Assay for Inhibitors Targeting the Menin-MLL Interaction in MLL Related Leukemias: Competition With Texas Red Labeled MLL-derived Mutant Peptide; Potency, µM (titrated, usually from 61.6 µM), without a hit: top-dose FP activity change, negative = inhibition, actives largely listed as inhibitors; Menin + Texas Red MLL mutant peptide, fluorescence polarization; O00255; actives 0.23% (n = 270,000); active = well fitted inhibition curve with a large enough effect in the polarisation, with a control signal flat, not every such curve was filed as active; inconclusive = small, poorly fitted or top-dose-only effect, or effect the other way, or a change in a side signal; inactive = no such curve, though single readings can be large or run the other way; the % refers to the polarisation; note: potency is the fitted concentration of half-maximal effect; % of control where 0% means no effect; many of its hits are not listed in these tables
Giardia kill: Small Molecules that selectively kill Giardia lamblia: qHTS; Giardia lamblia trophozoite viability; actives 0.15% (n = 340,000); activity change, % at 7.66 µM, hits read low; in the data active = activity change below about -80%; inconclusive = between about -30% and that limit;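 note: parasites exposed to compound for two days anaerobically before the ATP read; % is set by controls: 0 for no effect and ±100 for the full control effect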
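Trophozoites 100 cells/well + cpd; 48 hrs, 37 deg C, anaerobic. ATPLite 1-Step added, 15-30 min RT, luminescence read (ATP-based viability).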
Tb PFK block: qHTS Assay to Find Inhibitors of T. brucei phosphofructokinase | ATP-dependent 6-phosphofructokinase (Trypanosoma brucei brucei), O15648 | T. brucei PFK, ADP-Glo luminescence | Potency, µM (highest dose often 57.5 µM), for the others: top-dose activity, negative = inhibition, most hits filed as inhibitors | actives 0.17% (n = 330,000);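 note: potency is the fitted concentration of half-maximal effect; 0% = uninhibited 1x PFK enzyme wells and -100% = no-enzyme wells; nearly all actives have a fitted effect of over 60% in size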
Target sequence (O15648 whole entry, looked up): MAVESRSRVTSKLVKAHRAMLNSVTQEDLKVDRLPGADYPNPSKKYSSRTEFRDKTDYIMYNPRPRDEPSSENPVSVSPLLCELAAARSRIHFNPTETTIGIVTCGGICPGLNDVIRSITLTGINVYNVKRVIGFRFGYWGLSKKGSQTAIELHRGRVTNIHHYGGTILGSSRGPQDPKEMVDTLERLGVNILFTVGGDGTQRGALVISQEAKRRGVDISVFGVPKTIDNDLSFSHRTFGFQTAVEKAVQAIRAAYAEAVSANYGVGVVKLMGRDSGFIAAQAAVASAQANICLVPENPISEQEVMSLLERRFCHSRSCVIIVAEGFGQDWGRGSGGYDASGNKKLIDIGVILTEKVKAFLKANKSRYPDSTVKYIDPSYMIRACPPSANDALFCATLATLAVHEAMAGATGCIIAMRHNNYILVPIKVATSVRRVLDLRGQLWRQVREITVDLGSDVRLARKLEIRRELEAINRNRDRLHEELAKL
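Compounds were pin-transferred as a titration series up to 57 uM into substrate buffer (0.5 mM F6P, 0.1 mM ATP, pH 8.0), then 1.25 nM PFK was added and reactions ran 45 min before ADP-Glo detection.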
FBPA coupling cs: qHTS Assay for Inhibitors of Fructose-1,6-bisphosphate Aldolase from Giardia Lamblia: Coupling assay counterscreen; coupling enzyme system counterscreen, AmpLite Red fluorescence; activity change, negative = inhibition, % at 58.2 µM, hits read low; actives 0.67% (n = 290,000); AID 2472, 2010; in the data active = activity change below about -30%; note: % is set by controls: 0 for no effect and ±100 for the full control effect
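Final compound at 57.5 uM, incubated 10 min at RT with coupling enzyme reagent (glyceraldehyde-3-phosphate), then 20 min with substrate and AmpLite Red detection. Fluorescence read at 525/598 nm; tests interference with the coupling assay, not aldolase inhibition.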
S-ASM inh: Inhibitors of Secretory Acid Sphingomyelinase (S-ASM): qHTS; AID 504937, 2011; placental ASM, HMU-PC fluorogenic substrate, 60 min; actives 0.006% (n = 340,000); Potency, µM (titrated, usually from 57.5 µM), without a hit: at the top dose activity change, negative = inhibition, hits mostly inhibitors; note: potency is the fitted concentration of half-maximal effect
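Human placenta-derived ASM enzyme was preincubated with compound for 10 minutes at room temperature, then given fluorogenic substrate HMU-PC0 (9 uM final) for 60 minutes at 37 °C; a pH 10 stop preceded fluorescence reading at Ex 386/Em 447 nm.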
PKM2 act: qHTS Assay for Activators of Human Muscle isoform 2 Pyruvate Kinase; purified PKM2, Kinase-Glo ATP luminescence, activation; response scale: 0% is enzyme alone, no compound; Potency, µM (doses to about 57.5 µM), without a hit: at the top dose activation, actives largely listed as activators; actives 0.34% (n = 260,000); AID 1631, 2009; note: potency is the fitted concentration of half-maximal effect; % is set by controls: 0 for no effect and ±100 for the full control effect; nearly all actives have a fitted effect of over 55% in size
Target sequence (P14618 whole entry, looked up, canonical isoform): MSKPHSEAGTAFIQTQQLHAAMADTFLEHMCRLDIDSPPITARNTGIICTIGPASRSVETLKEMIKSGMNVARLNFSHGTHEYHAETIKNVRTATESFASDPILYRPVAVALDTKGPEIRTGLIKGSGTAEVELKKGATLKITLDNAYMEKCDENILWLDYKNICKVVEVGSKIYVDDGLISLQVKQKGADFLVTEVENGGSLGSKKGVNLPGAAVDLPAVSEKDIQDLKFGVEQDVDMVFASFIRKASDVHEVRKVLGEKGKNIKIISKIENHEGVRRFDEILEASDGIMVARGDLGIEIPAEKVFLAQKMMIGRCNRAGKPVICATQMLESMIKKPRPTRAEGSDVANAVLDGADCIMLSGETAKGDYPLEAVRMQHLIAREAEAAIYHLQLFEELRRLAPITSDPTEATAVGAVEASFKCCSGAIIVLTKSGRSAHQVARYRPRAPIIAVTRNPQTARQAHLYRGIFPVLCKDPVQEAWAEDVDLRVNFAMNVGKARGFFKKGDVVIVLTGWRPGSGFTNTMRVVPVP
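ATP formation by purified human PK-M2, quantified via coupled luciferase luminescence after 1 h at room temperature with 0.1 mM ADP and 0.5 mM PEP final.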
TSG101-PTAP inh: qHTS Assay for Iinhibitors of HIV-1 Budding by Blocking the Interaction of PTAP/TSG101; Tumor susceptibility gene 101 protein (Homo sapiens), Q99816; Fluorescence polarization, FITC-PTAP peptide / Tsg101 binding; Potency, µM (doses to about 115 µM), inactives show at the highest dose activity change, negative = inhibition, hits mostly inhibitors; 340,000 tested, under 10 active; active = well fitted inhibition curve with a large enough effect in the main read-out, with a control signal flat, not every such curve was filed as active; inconclusive = small, poorly fitted or top-dose-only effect, or effect the other way, or a change in a side signal; inactive = no such curve, though single readings can be large or run the other way; note: potency is the fitted concentration of half-maximal effect; % of control where 0% means no effect
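FP read-out: FITC-PTAP peptide, 50 nM final, binding Tsg101 binding domain, 10 uM final; 20 min, r.t.; 10 mM HEPES pH 7.5, 0.15 M NaCl, 0.01% Tween 20, 3 mM EDTA, 0.1 mM TCEP.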
Integrin act MD: qHTS for Activators of Integrin-Mediated Alleviation for Muscular Dystrophy; alpha7betagal myoblasts, beta-gal FDG fluorescence, 48 h; Potency, µM (highest dose often 38.3 µM), for inactives: at the top dose activation, most hits filed as activators; actives 0.064% (n = 350,000); AID 624291, 2012;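 note: potency is the fitted concentration of half-maximal effect; 100% = response of the positive control SU9516; nearly all actives have a fitted effect of over 60% in size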
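Alpha7betagal+/- myoblasts (passage 13) were plated 16-24 hr, then exposed to compounds (1:260 dilution of DMSO stock) for 48 hours at 37C. After MPER lysis, β-galactosidase reporter activity was read as FDG fluorescence (ex 480/em 540) after 30 minutes.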
GALK inhibitor: qHTS Assay for Inhibitors of Human Galactokinase (GALK) | P51570 | actives 0.007% (n = 270,000) | Potency, µM (series often up to 57.5 µM), inactives show at the top dose activity change, negative = inhibition, most hits filed as inhibitors | Purified GALK, Kinase-Glo residual ATP luminescence; note: potency is the fitted concentration of half-maximal effect; % is set by controls: 0 for no effect and ±100 for the full control effect
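The enzyme phosphorylates galactose (100 uM) using ATP (35 uM); inhibition is detected as higher residual ATP, quantified by bioluminescence after 1 h reaction at room temperature, pH 8.0.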
B2AR arrestin: qHTS assay of beta-arrestin-biased ligands of beta2-adrenergic receptor. Beta-2 adrenergic receptor (Homo sapiens), P07550. beta-arrestin recruitment to beta2AR, cell-based reporter. Potency, µM (top dose mostly 46.1 µM), inactives show at the top dose activation, usual class: activators. actives 0.02% (n = 330,000). AID 492947, 2010;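 note: potency is the fitted concentration of half-maximal effect; 0% = DMSO controls and full agonism = EC100 isoproterenol or metaproterenol; nearly all actives have a fitted effect of over 65% in size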
Chronic BCR inh: qHTS Assay to Find Inhibitors of Chronic Active B-Cell Receptor Signaling; ABC-DLBCL IkBa-CBG/CBR reporter, luminescence ratio, 4 h; Potency, µM (titrated, usually from 46.1 µM), without a hit: at the highest dose ratio change, negative = lower green/red ratio, actives largely listed as inhibitors; actives 0.05% (n = 340,000); AID 493014, 2011; active = well fitted inhibition curve with a large enough effect in the signal ratio, with a control signal flat, not every such curve was filed as active; inconclusive = small, poorly fitted or top-dose-only effect, or effect the other way, or a change in a side signal; the % refers to the signal ratio;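 note: potency is the fitted concentration of half-maximal effect; plate controls were basal doxycycline-induced cells for no effect and cells given 10 µM MG132 for full effect; MG132 reads +100%, hits lower the ratio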
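TMD8 human ABC-DLBCL cells with doxycycline-inducible IκBα–green luciferase fusion and unfused red luciferase, in 0.5% FBS medium; compounds up to 46 uM, 4 h at 37C. Green/red luminescence ratio, filter-overlap corrected, fitted to concentration-response curves.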
* hit, by the source's call; u = inconclusive; x = not tested or not shown; & = joins results of further samples; [ ] = remark or other dose. Unless noted, calls come from the whole dose curve; as a rule, active = well fitted curve in the direction sought with a large enough effect; inconclusive = small, poorly fitted or top-dose-only effect, or another doubt; inactive = no such curve, though single readings can be large; an effect the other way counts as inactive or inconclusive. The list is partial. The share of hits here may be higher or lower than overall.

Order of values – Menin-MLL TR inh	Giardia kill	Tb PFK block	FBPA coupling cs	S-ASM inh	PKM2 act	TSG101-PTAP inh	Integrin act MD	GALK inhibitor	B2AR arrestin	Chronic BCR inh
CCOC(=O)c1c(C)c(C(=O)NCc2ccccc2OC)c(C)n1C
    -17%	15	-5%	0	-3%	2%	-3%	3%	0%	0.0%	3%
Cc1ccc(S(=O)(=O)N(C)C)cc1NC(=O)COC(=O)c1ccc2c(c1)OCO2
    -23%	-2	0%	-4	2%	2%	0%	9%	-3%	-0.7%	-3%
COc1ccc(-c2ccnc3c(C#N)cnn23)cc1
    -7%	15	0%	2	x	-4%	1%	11%	-1%	-0.3%	u
CC(Sc1ccsc1[N+](=O)[O-])C(=O)NCCc1ccc(Cl)cc1 (stereo unspecified)
    x	0	-4%	2	-5%	-1%	-14%	-34%	-2%	0.1%	-10%
CN(Cc1ccccc1)C(=O)CCS(=O)(=O)c1ccc2c(c1)n(C)c(=O)c(=O)n2C
    -4%	37[activator]	0%	-1	2%	2%	0%	0%	-3%	-0.3%	u
Cn1c(=O)c2c(nc(SCc3ccc(F)cc3)n2C)n(C)c1=O
    1%	1	0%	0	-1%	23%	-5%	-7%	0%	-1.0%	6%
C[C@H](CO)N1C[C@H](C)[C@@H](CN(C)C(=O)Nc2ccc3c(c2)OCO3)Oc2c(cccc2N(C)C)C1=O
    x	7	6%	x	1%	x	-1%	-4%	x	0.0%	5%
CC(C(=O)NCC1CCCCC1)N(C)CC(=O)Nc1ccc(N2CCOCC2)cc1 (stereo unspecified)
    -2%	3	1%	1	6%	1%	-1%	-8%	-1%	-0.1%	-1%
COc1ccc(NC(=O)CSc2nc3c(cc2C#N)CN(C)CC3)cc1
    20%	-2	x	-13	54%[activator]	-7%	3%	22%	-1%	x	x
O=C(NNC(=O)c1ccncc1)Nc1cccc(C(F)(F)F)c1
    x	-23	3%	x	6%	x	-1%	-10%	3%	-0.9%	0%
Cc1noc(C)c1C(=O)Nc1cc(Cl)ccc1N1CCOCC1
    x	-3	-1%	x	-2%	x	-2%	-17%	x	-0.4%	-6%
COc1cc2[nH]c(=O)n(CCC(=O)N3CCC(N4CCCCC4)CC3)c(=O)c2cc1OC
    -27%	-6	3%	0	10%	-6%	-3%	0%	-2%	0.4%	0%
CCOC(=O)CCC(NC(=O)c1cncc(O)c1)C(=O)OCC (stereo unspecified)
    -17%	-2	-2%	-2	2%	-12%	-6%	11%	2%	-0.3%	2%
CC1=C(C(=O)Nc2ccccc2C)C(c2ccc(C)o2)C2=C(CCCC2=O)N1 (stereo unspecified)
    4%	13	-1%	0	25%	0%	0%	12%	1%	0.1%	-1%
COc1ccc(C(=O)OCC(=O)c2ccc(C)c(S(=O)(=O)N3CCOCC3)c2)cc1OC
    x	20	1%	-10	5%	-6%	0%	-22%	1%	-0.7%	-23%
Cc1cccc(N2CCN(C(=O)c3ccc(CS(=O)Cc4ccc(Cl)cc4)o3)CC2)c1C (stereo unspecified)
    x	6	-3%	x	-8%	x	-4%	-26%	0%	0.6%	u
S=C(Cc1ccccc1)NCCc1ccccc1
    x	31[activator]	0%	x	3%	x	-1%	15%	x	0.1%	10%
O=C1NC2(O)C(=O)c3ccccc3C2(O)N1 (stereo unspecified)
    2%	1	-4%	4	1%	4%	0%	u	5%	0.3%	u
CC(C)NS(=O)(=O)c1ccc(NC(=O)c2cccnc2)cc1
    5%	5	1%	4	1%	1%	-11%	-1%	x	-1.2%	1%
CC(C)C(=O)Nc1ccc2c(c1)nc(CCN1CCN(C)CC1)n2C
    -2%	1	-4%	0	8%	-2%	0%	7%	1%	0.6%	u
CCN(CC)C(=O)c1[nH]cnc1C(=O)N[C@H](C)c1ccccc1
    x	40[activator]	4%	x	6%	x	x	9%	x	-0.1%	8%
CN1CCN(c2oc(-c3ccc([N+](=O)[O-])cc3)nc2C#N)CC1
    x	0	4%	4	-8%	-2%	-4%	16%	0%	-0.2%	7%
NC(=O)C1(N2CCCCC2)CCN(C2CC(=O)N(CCc3ccccc3)C2=O)CC1 (stereo unspecified)
    11%	1	x	0	2%	2%	-5%	-9%	-1%	x	x
Cc1ccc(C(=O)CCC(=O)N2CCN(C(=O)c3ccco3)CC2)cc1
    -7%	1	-6%	-2	-5%	u	1%	-11%	13%	-0.7%	0%
CCOc1ccc(NC(=O)Cn2nnc(C(=O)NCc3ccc(OC)cc3)c2N)cc1
    1%	-11	-1%	2	4%	-11%[0.46 µM]	-1%	43%	0%	0.0%	0%
CCCCNc1c(-c2ccc(Sc3ccc(OC)cc3)cc2)nc2cc(C)ccn12
    x	0	7%	x	385%	x	1%	-47%[inhibitor]	x	-0.1%	u
COc1ccc(-c2nnc3n2N=C(C)CS3)cc1OC
    -9%	-6	-3%	5	1%	-8%	-2%	-1%	10%	0.2%	-2%
Cc1sc2ncnc(N(C)CCc3ccccn3)c2c1C
    x	-11	-8%	1	5%	0%	-7%	8%	-2%	2.3%	-1%
CC(OC(=O)CC1CCCC1)C(=O)Nc1ccc(S(N)(=O)=O)cc1 (stereo unspecified)
    x	19	-3%	x	0%	x	-8%	2%	x	0.4%	-2%
CCn1cc(S(=O)(=O)NCc2ccc(OC)cc2)cn1
    x	27	0%	x	0%	-11%	-1%	3%	5%	3.2%	-4%
Cc1onc(-c2ccccc2)c1C(=O)NN1CCOCC1
    x	-19	3%	x	3%	x	-6%	19%	x	0.0%	-2%
O=C(NCCc1ccccn1)c1c(-c2ccsc2)sc2ccccc12
    x	12	1%	x	-8%	x	-3%	3%	x	-1.1%	0%
O=c1c2ccccc2sn1-c1ccc(S(=O)(=O)N2CCCC2)cc1
    u	1&-18	u	-3	7%	1.4µM*	1%	-48%[inhibitor]	6%	0.3%	-2%
CCc1nnc(NC(=O)NC(C)(C)C)s1
    9%	2	4%	0	3%	3%	0%	3%	3%	0.0%	-5%
CCCc1nnc(SCc2ccc(C(=O)OC)o2)n1N
    -14%	-8	-5%	-5	5%	-4%	-9%	-22%	0%	0.2%	-5%
COc1ccc(/C=N/NC(=O)c2cccc(NC(=O)c3ccccc3Cl)c2)cc1
    -27%	4	7%	0	-8%	-9%	-1%	-28%	1%	-0.4%	u
COc1ccc(CCNC(=O)CN2CCC(n3nnc4cc(F)ccc43)CC2)cc1OC
    2%	6	2%	3	2%	-3%	-6%	-10%	4%	-0.5%	-1%
CN(C)C(=O)COC(=O)c1cccc(S(=O)(=O)N2CC3(C)CC2CC(C)(C)C3)c1 (stereo unspecified)
    x	u	-15%	x	2%	x	-3%	1%	x	-0.2%	-1%
COc1ccc2[nH]c(CN3CCC(n4nccc4NC(=O)C4CC4)CC3)c(C)c2c1
    x	-4	0%	x	11%	-6%	1%	12%	-3%	0.5%	0%

Screening data from PubChem.
